TCR-CD3 inh: inhibitors of human TCR-CD3 interaction, primary screen, biochemical, fluorescence, TAMRA-labeled TCR probe. AID 651800, 2012. inhibition, % at 9.4 µM. T-cell receptor (TCR). 360,000 compounds, 0.37% hits; in the data active means inhibition above about 19%;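 further: recombinant mutant TCR 2C K166C tagged with TAMRA read by polarization; 0% = receptor in buffer alone and 100% = receptor with positive control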
UHRF1 MBD2 ctr: UHRF1 methylated DNA binding inhibitors, primary screen, counter-screen for MBD2 inhibitor project, biochemical, TR-FRET, human UHRF1, single concentration; UHRF1 binding to methylated oligo; inhibition, % at 4.4 µM; 370,000 compounds, 0.75% hits; AID 687016, 2013; in the data active means inhibition above about 21%;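 further: UHRF1 SRA domain binding a hemimethylated CpG hairpin DNA probe; 0% = median of test compound wells and 100% = reference inhibitor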
SIAE primary: human SIAE inhibitors, primary screen, biochemical, fluorescence polarization, FP-Rh probe, 1536-well HTS. Sialate O-acetylesterase (Homo sapiens), Q9HAT2. SIAE FP-Rh probe binding. inhibition, % at 9.66 µM. 370,000 compounds, 0.69% hits. AID 1053197, 2014;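 active means inhibition above a cutoff: mean of compounds within the control limits plus 3 SD of those, cut at about 17% in these data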;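 further: 0% = plate median of compound wells and 100% = probe without SIAE protein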
Target sequence (Q9HAT2 whole entry, looked up): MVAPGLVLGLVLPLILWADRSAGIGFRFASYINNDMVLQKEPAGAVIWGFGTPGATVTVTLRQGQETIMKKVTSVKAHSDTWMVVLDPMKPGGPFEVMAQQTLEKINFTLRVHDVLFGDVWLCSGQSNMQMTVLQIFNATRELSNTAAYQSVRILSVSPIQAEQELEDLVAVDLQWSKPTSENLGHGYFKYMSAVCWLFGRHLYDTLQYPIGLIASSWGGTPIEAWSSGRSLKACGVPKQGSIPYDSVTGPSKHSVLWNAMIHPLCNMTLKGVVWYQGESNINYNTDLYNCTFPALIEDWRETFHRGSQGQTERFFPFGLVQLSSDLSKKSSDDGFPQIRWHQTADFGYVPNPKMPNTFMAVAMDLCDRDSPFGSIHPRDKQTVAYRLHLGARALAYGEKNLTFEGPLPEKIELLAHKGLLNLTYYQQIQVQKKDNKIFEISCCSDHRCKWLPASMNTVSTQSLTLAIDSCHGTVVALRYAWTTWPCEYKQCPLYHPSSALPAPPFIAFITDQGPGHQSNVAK
TDP2 absorb: human TDP2 enzyme inhibitors, primary screen, biochemical, epi absorbance, recombinant enzyme; 370,000 compounds, 0.34% hits; inhibition, % at 12.8 µM; AID 720702, 2013; T5PNP hydrolysis, p-nitrophenol absorbance 415 nm;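 active means inhibition above the mean of all tested compounds plus 3 SD, set per campaign, cut at about 25% in these data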;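 further: 0% = DMSO with enzyme and 100% = buffer with substrate but no TDP2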
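System – recombinant human TDP2 · Quantity – TDP2 enzyme at 120 nM final · Doses – single concentration, 12.8 µM nominal, with 1% DMSO · Incubation – 2 h at 37 °C · Measured by – epi absorbance of p-nitrophenol freed from T5PNP by hydrolysis · Read-out – % inhibition relative to enzyme-containing and enzyme-free wells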
ABHD4 inh: ABHD4 inhibitors, primary screen, biochemical, fluorescence polarization, mouse; AID 720543, 2013; 370,000 compounds, 0.54% hits; inhibition, % at 8.92 µM; purified mABHD4, FP-Rh probe fluorescence polarization;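 active means inhibition exceeding the mean over every tested compound plus 3 SD, cut at about 30% in these data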;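 further: 0% = plate median of compound wells and 100% = S159A mutant with DMSO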
Target sequence (Q8VD66 whole entry, looked up): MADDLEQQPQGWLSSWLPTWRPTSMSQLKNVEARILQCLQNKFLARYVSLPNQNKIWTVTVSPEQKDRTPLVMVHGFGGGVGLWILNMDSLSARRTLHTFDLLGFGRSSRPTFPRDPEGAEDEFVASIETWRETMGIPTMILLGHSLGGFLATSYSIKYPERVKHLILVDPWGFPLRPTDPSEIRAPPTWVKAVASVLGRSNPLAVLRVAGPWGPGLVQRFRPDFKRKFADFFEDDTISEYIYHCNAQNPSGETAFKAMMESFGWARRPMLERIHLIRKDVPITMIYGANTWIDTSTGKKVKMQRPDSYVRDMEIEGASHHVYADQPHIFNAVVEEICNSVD
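System: mouse ABHD4 enzyme, wild type / Medium: HEPES pH 7.0, NaCl, Pluronic buffer / Reagent: FP-Rh activity-based fluorescent probe / Control set: S159A mutant high control, sample median low control / Detection: fluorescence polarization with parallel and perpendicular emission, 525/598 nm / Schedule: 45 min + 60 min at 25 °C / Compound dosing: 8.92 µM, single dose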
PG9 binder: binders of HIV-1 gp120 antibody PG9, primary screen, biochemical, TR-FRET | HIV-1 gp120 / PG9 antibody interaction | TR-FRET gp120-PG9 antibody binding | inhibition, % at 6.7 µM | 360,000 compounds, 0.43% hits | AID 624416, 2012; in the data active means inhibition above about 8.5%
DDE Tn7 FP inh: inhibitors of Tn7 peptide binding to fibrin DD(E), primary screen, biochemical, fluorescence polarization, human fibrin, Tn7 probe | Fibrinogen beta chain (Homo sapiens), P02675 | FP displacement of FITC-Tn7 peptide from fibrin DD(E); 0% = median of compound wells per plate | inhibition, % at 8.3 µM | 370,000 compounds, 0.13% hits | AID 720508, 2013;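 active means inhibition above the mean of compounds falling within the control limits plus 3 SD of them, cut at about 14% in these data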;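 further: 0% = plate median of compound wells and 100% = 10 µM Aha-Tn7 peptide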
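Assay system: human fibrin DD(E) protein / Input: 2 µM fibrin DD(E) / Benchmarks: high control of 10 µM Aha-Tn7 peptide / Measured by: fluorescence polarization of the labelled Tn7 tracer / Medium: Tris buffer with calcium and detergent, pH 7.8 / Timing: 10 min compound pre-incubation, 3 h probe incubation at room temperature / Repeats: one replicate per compound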
HTRA1 inh: HTRA1 serine protease inhibitors, primary screen, biochemical, fluorescence polarization, HTS. Q92743. recombinant HTRA1, FP-rhodamine activity-based probe. inhibition, % at 5.96 µM. 340,000 compounds, 0.5% hits. AID 504803, 2011; in the data active means inhibition above about 36%;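 further: 0% = enzyme with DMSO and 100% = wells lacking enzyme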
LEDGF integ inh: blockers of LEDGF/p75-dependent integrase strand transfer – biochemical, TR-FRET, high throughput, primary screen. HIV-1 integrase (with human LEDGF/p75). inhibition, % at 3.7 µM. 370,000 compounds, 0.64% hits. TR-FRET IN-LEDGF/p75 DNA integration, Eu/Cy5;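 active means inhibition above the screen-wide mean plus 3 SD, cut at about 13% in these data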;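 further: signal is the Cy5 over europium emission ratio at 671 and 618 nm; 0% = plate median of compound wells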
PRMT1 inh: PRMT1 methyltransferase inhibitors, primary screen, biochemical, fluorescence polarization | 370,000 compounds, 1.3% hits | recombinant PRMT1, activity-based probe fluorescence polarization | Protein arginine N-methyltransferase 1 (Homo sapiens), Q99873 | inhibition, % at 2.79 µM;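 active means inhibition above about 21% made by adding two undisclosed values, limit read from the data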
The depositor's hits bear a star; . = no result given.

cpd	structure	TCR-CD3 inh	UHRF1 MBD2 ctr	SIAE primary	TDP2 absorb	ABHD4 inh	PG9 binder	DDE Tn7 FP inh	HTRA1 inh	LEDGF integ inh	PRMT1 inh
1	COc1ccc(CNC(=O)c2ccc[nH]2)cc1	-2	-1	-1	2	2	1.3	0	1	-3	1
2	O=[N+]([O-])c1cccc(S(=O)(=O)c2cccc([N+](=O)[O-])c2)c1	-5	7	0	0	-7	0.2	8	-5	-7	0
3	COc1nc(-c2ccc(Cl)cc2)nnc1C	-7	0	-7	-3	-11	-0.1	3	5	2	0
4	CC(C)c1nc(CNC(=O)CC2C(=O)NCCN2Cc2ccc(F)cc2Cl)cs1 (centres undefined)	-2	2	1	3	10	-1.9	4	0	-4	6
5	Cc1ccc(NC(=O)Nc2ccccc2)cc1[N+](=O)[O-]	2	4	0	-5	-3	-0.2	5	2	-4	1
6	C=C(c1ccccc1)c1ccc(N(C)C)cc1	0	0	7	9	12	-0.2	-7	1	-5	5
7	COc1ccc(N2CCN(S(=O)(=O)c3ccc4c(c3)NC(=O)CC(=O)N4)CC2)cc1	5	1	2	-13	-7	-3.9	-1	5	-2	-4
8	CC(=O)Nc1nn(C)c2nc3ccc(C)cc3cc12	-5	-3	3	-3	2	-12	3	7	5	0
9	COC(=O)c1ccc2nc(-c3ccc(Cl)cc3)c(Cc3cccc(F)c3)n2c1	-4	10	-5	-8	-5	-1.9	-7	.	2	0
10	COc1ccc(OCCCNCCc2ccccc2)cc1	-5	-3	4	1	5	-0.8	-5	7	1	-1
11	CC1(c2ccc3c(c2)OCCO3)NC(=O)N(CC(=O)Nc2ccccc2SCC#N)C1=O (centres undefined)	-3	-1	-6	3	3	1.3	3	6	-8	4
12	O=C(CN(CCCN1CCOCC1)C(=O)Cn1nnc(-c2ccc(F)cc2)n1)NC1CCCCC1	0	0	1	-2	-3	0.3	-2	-2	1	-1
13	CCOC(=O)[C@H]1[C@H]2COc3ccccc3[C@@H]2N2C(=O)c3cc(OC)c(OC)cc3NC(=O)[C@@]12C	-3	0	4	2	11	0.4	-1	-3	2	-2
14	O=[N+]([O-])C(/C=C(/Cl)[N+](=O)[O-])=C(N1CCCCC1)N1CCCCC1	4	-1	3	-1	3	-3.2	-3	2	2	-6
15	O=C(Nc1ccccc1)c1ccccc1CSc1ccccc1	-8	1	-6	-8	-4	0.8	3	-27	2	0
16	CC1(C(=O)Nc2ccccc2)CCN1C(=O)Cc1ccc(-c2ccccc2)cc1 (centres undefined)	-4	-1	1	4	-17	-0.2	-3	.	-1	5
17	CCOCc1nnc(NS(C)(=O)=O)s1	-8	3	-2	1	5	0.2	-7	-8	1	2
18	CC(NC(=O)CN(C)S(=O)(=O)c1ccc(Br)s1)c1ccccc1 (centres undefined)	0	-2	15	-8	6	-1.8	-7	3	4	-6
19	NCCCNC(=O)Cn1c(=O)c2c3c(sc2n(Cc2ccccc2)c1=O)CCCC3	2	1	-4	-6	-8	-1.4	-8	-7	-1	-3
20	O=C(CSc1nc2ccccc2o1)NCc1n[nH]c(=O)c2ccccc12	12	2	5	1	0	-0.1	2	1	-1	8
21	COc1cccc(CNC(=O)[C@H](C)NC(=O)N2CC(=O)Nc3ccccc32)c1	-9	2	2	-9	1	-1.5	-5	-1	3	-3
22	Cn1cccc1CNCc1ccc(F)cc1	-4	4	-2	6	3	-1.8	-2	12	3	0
23	COc1ccc(N/N=C(/C(C)=O)N2CCCc3ccccc32)cc1	2	-1	16	-9	3	-1.3	-4	3	4	-2
24	Fc1cccc(Cl)c1CNCCCSc1ncccn1	5	1	1	-9	-2	-2.0	-5	-5	5	-2
25	O=C(COc1ccc(OCc2ccccc2)cc1)NN=C1CCCC1	9	34*	-1	2	-7	-0.8	-5	-4	5	1
26	Cc1ccc(/C=C2\SC(=S)N(CCCC(=O)NC3CCCC3)C2=O)cc1	-2	2	2	-5	-5	-0.5	-1	-2	-2	3
27	Cc1nn(Cc2ccccc2)c(Cl)c1C(=O)NCCc1ccc(Cl)cc1	5	3	2	1	-5	0.2	6	-1	1	1
28	O=C(NNC(=O)c1cc2cc(Br)ccc2oc1=O)c1ccc(O)cc1O	46*	-4	-8	-9	27	1.2	3	58*	-3	3
29	COc1ccc(S(=O)(=O)N2CCC(C(=O)NCCC3=CCCCC3)CC2)cc1OC	4	-1	0	0	-1	0.3	-2	-2	-3	2
30	CCCOc1ccc(Cl)cc1Nc1nc(NCCO)nc(N2CCCC2)n1	2	1	-4	2	-3	0.6	-3	-9	-2	-3
31	COc1cccc(N2CCN(C(=O)CCc3nnc4ccc(N5CCOCC5)nn34)CC2)c1	-5	1	3	13	3	0.5	0	5	-3	5
32	Cc1cc(NC(=O)CSCC(=O)Nc2ccccc2N2CCCCC2)no1	4	0	1	4	2	-0.8	4	-2	-2	-1
33	CC(Oc1cccc2c1OC(C)(C)C2)C(=O)O (centres undefined)	-2	1	3	1	4	0.0	-3	2	0	1
34	O=C1CCCc2c1[nH]c1ccc(Cl)cc21	1	-1	-1	-3	-1	-0.7	1	-3	2	1
35	CCOC(=O)N1CCC(NC(=O)c2cc3c(-c4ccc(OC)c(OC)c4)nn(C)c3s2)CC1	3	1	-2	-2	0	-0.3	-5	2	-1	-1
36	C[C@H]1CN([C@@H](C)CO)C(=O)Cc2cc(NC(=O)Cc3ccccc3)ccc2O[C@H]1CN(C)S(=O)(=O)c1cccs1	3	0	-4	3	1	-2.8	-1	-13	2	0
37	CC(OC(=O)c1cc2sccc2n1C)C(=O)NCc1ccco1 (centres undefined)	7	-4	2	5	1	1.2	-4	-13	1	0
38	NS(=O)(=O)c1ccc2nc(NC(=O)C3CCCO3)sc2c1 (centres undefined)	4	-3	5	3	6	-0.4	2	6	0	-5
39	Cc1ccn2cc(CNS(=O)(=O)c3ccc4ccccc4c3)nc2c1	5	-1	0	-10	10	-2.2	-3	3	-2	-3
40	COC(=O)CSc1nc2ccc(NC(C)=O)cc2s1	-8	5	3	-11	-8	1.1	1	-1	0	7
41	O=C(NC1CC2CCCC(C1)N2C(=O)NC1CCCCC1)c1ccc(F)cc1 (centres undefined)	-8	0	9	-1	-11	2.2	0	-7	-1	1
42	Cc1ccc(-n2cnn(-c3ccc([N+](=O)[O-])cc3[N+](=O)[O-])c2=O)cc1	-4	1	-2	4	8	-2.4	-4	4	-4	-1
43	Cc1oc(-c2ccc(Cl)cc2)nc1CN1CCCC(C(=O)NCc2cccnc2)C1 (centres undefined)	3	-2	-4	7	9	-0.9	2	4	0	-1
44	Cc1cc(NC(=O)Cn2nc(C(=O)O)c3ccccc3c2=O)ccc1Br	5	-1	-12	15	-4	-5.0	2	1	-1	1
45	Cc1ccc(-c2nnc(SC(C)C#N)n2N)cc1 (centres undefined)	0	2	-2	-2	-2	1.5	2	5	-4	0
46	CC1(C)Cc2ccccc2-c2n[nH]c(=S)n21	7	-4	5	7	3	2.6	4	-1	1	0
47	O=C(c1ncc[nH]1)c1ccccc1C(=O)N1CCOCC1	5	0	1	8	-2	-0.5	-2	1	4	-1
48	O=C(CSC1=NS(=O)(=O)c2cc(F)ccc2N1)Nc1ccccc1F	-3	4	-3	-15	-3	-1.9	-6	0	0	-1
49	O=C(CSc1nc(-c2cccs2)cc(C(F)(F)F)n1)Nc1cc(OCC(F)(F)F)cc([N+](=O)[O-])c1	6	-2	4	9	0	-1.6	1	2	5	-2
50	C[C@H]1COc2cc(N3CCSCC3)ccc2S(=O)(=O)N1	8	-2	-4	3	-2	-2.0	-4	.	5	-2
51	CCc1ccc(Oc2cc(C)nc(N)n2)cc1	2	2	-1	6	4	-0.1	4	2	1	2
52	O=C1CCC([N+](=O)[O-])C(c2ccc(-c3ccccc3)cc2)N1 (centres undefined)	5	0	-2	-4	5	-1.3	-3	1	-8	-2
53	O=C(Cc1c(O)c2ccccc2[nH]c1=O)NCc1ccc(F)cc1	-4	2	-4	0	1	0.6	10	6	-7	2
54	O=c1c(=O)n(CCO)n(CCO)c(=O)n1CCO	0	0	3	2	0	1.3	0	4	-2	0
55	COCc1c(C(=O)OCC(=O)N2c3ccccc3NC(=O)C2(C)C)oc2ccccc12	1	1	-5	-3	-3	0.7	7	-3	1	0
56	CC(=O)c1ccc(N2C(=O)CC(N3CCN(S(=O)(=O)c4cc(C)ccc4C)CC3)C2=O)cc1 (centres undefined)	-1	-1	-1	5	-2	0.4	6	3	0	0
57	O=Cc1ccc(-c2ccc([N+](=O)[O-])cc2Cl)o1	0	-4	1	-8	10	-1.3	4	-25	-1	2
58	Cc1ccc(C)c(C(=O)COC(=O)c2cccc(N3C(=O)c4c(C)nc5ccccc5c4C3=O)c2)c1	0	4	1	12	2	-0.3	4	-2	1	-1
59	CC1CCCC(CC(=O)O)(CC(=O)O)C1 (centres undefined)	-2	-1	0	-4	-2	0.3	3	0	-4	5
60	O=C(CNC(=O)c1ccco1)NCC(=O)OC(C(=O)c1ccccc1)c1ccc(Cl)cc1 (centres undefined)	0	2	0	-5	0	0.5	-3	-8	0	1

The results go on:
cpd	structure	TCR-CD3 inh	UHRF1 MBD2 ctr	SIAE primary	TDP2 absorb	ABHD4 inh	PG9 binder	DDE Tn7 FP inh	HTRA1 inh	LEDGF integ inh	PRMT1 inh
61	CC1CC(=O)Nc2ccc([N+](=O)[O-])cc2N1C (centres undefined)	-9	0	7	-2	-8	-0.1	-3	-1	-2	-3
62	O=C(CSc1ccc2nnc(-c3cccnc3)n2n1)Nc1ccccc1C(F)(F)F	2	-1	-2	-6	2	-2.1	2	2	2	-6
63	O=C(COc1ccc2c(c1)OCO2)NC12CC3CC(CC(C3)C1)C2	-1	0	1	6	6	-0.7	9	-5	0	-2
64	CC(c1ccc(Br)cc1)N1CC23C=CC(O2)C(C(=O)O)C3C1=O (centres undefined)	-2	0	0	-5	2	1.1	5	6	0	1

Assay outcomes (PubChem)
